LDHA inh – inhibitors of human lactate dehydrogenase A. purified LDHA, NADH/diaphorase-resazurin fluorescence; hits give low values. activity change, % (values are at about 110 or 230 µM). 480,000 compounds, 0.15% hits. AID 1347041; in the data active means activity change below about -30%; inconclusive means mostly about -25% to -30%;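 further: plate controls were DMSO wells for no effect and wells without enzyme for full effect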
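Remaining NADH was detected by diaphorase (0.133 mg/mL) converting 37 µM resazurin to fluorescent resorufin, read at 0 and 20 minutes. The preceding 5-minute room-temperature reaction used 2 nM LDHA, 0.2 mM sodium pyruvate and 0.06 mM NADH at pH 7.4.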
12-LOX inh – ALOX12 (human) lipoxygenase inhibition; AID 1671190; 580,000 compounds, 1.1% hits; P18054; Potency, µM (top dose mostly 108 µM), for the others: at the top dose activity change, negative = inhibition, usual class: inhibitors; purified 12hLO, xylenol orange hydroperoxide absorbance; active means well fitted inhibition curve with a large enough effect; inconclusive means small, poorly fitted or top-dose-only effect, or another doubt; inactive means no such curve, though single readings can be large or run the other way; further: potency means the concentration at half of the fitted maximal effect
Target sequence (P18054 whole entry, looked up): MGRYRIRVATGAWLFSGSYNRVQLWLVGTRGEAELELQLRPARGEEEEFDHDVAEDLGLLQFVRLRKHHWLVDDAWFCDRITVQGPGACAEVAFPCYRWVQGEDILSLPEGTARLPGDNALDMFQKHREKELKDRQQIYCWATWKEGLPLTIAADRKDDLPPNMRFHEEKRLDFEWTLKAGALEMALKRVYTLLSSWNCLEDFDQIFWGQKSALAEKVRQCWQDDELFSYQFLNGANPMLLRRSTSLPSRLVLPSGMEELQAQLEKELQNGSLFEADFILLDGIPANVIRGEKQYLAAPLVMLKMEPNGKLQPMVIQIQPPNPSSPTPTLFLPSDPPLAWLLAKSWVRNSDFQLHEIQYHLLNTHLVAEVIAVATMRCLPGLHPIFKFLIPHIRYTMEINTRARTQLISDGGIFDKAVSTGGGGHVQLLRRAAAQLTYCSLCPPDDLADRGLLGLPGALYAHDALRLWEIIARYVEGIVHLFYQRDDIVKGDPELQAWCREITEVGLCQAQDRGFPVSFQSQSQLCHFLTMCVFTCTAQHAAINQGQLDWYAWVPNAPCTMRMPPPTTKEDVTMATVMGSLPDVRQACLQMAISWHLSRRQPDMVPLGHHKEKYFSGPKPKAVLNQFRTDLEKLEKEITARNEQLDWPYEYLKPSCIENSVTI
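Purified human 12hLO at 150 nM in 25 mM Hepes, 0.01% Triton X-100, pH 7.0, preincubated 15 min at room temperature with compound. Reaction started with 40 uM arachidonic acid, 30 min at room temperature. Hydroperoxide measured by Fe-xylenol orange, 573/405 nm absorbance ratio.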
The depositor's hits bear a star; ? = inconclusive; [ ] = another dose, or the depositor's remark. Unless noted, on the % scale 0 is the no-effect control and ±100 the full control effect. Only part of the results is shown; count on the stated rates, not on these rows.

LDHA inh | 12-LOX inh | structure
-23 | ? | CCCc1cc(=O)oc2cc(OC(C)C(=O)NCc3ccncc3)ccc12 (stereo unspecified)
3 | 11% | O=C(NC1CC2CCC1C2)c1ccccc1Cl (stereo unspecified)
-2 | ? | Cc1ccc(S(=O)(=O)NC(C)CN2CCOCC2)c(Br)c1 (stereo unspecified)
-2 | -3% | Cc1nc2ccc(C(=O)NCc3ccccc3CN(C)C)cc2nc1C
-1 | 7% | N#C/C(=C\c1ccco1)C(=O)NC1CCCCC1
0 | 6% | Cc1cc(=O)oc2cc(OCC(=O)NCC3(N(C)C)CCCCCC3)ccc12
-7 | -22% | CCOC(=O)c1[nH]c2ccc(C)cc2c1NC(=O)CC
6 | ? | N#CCOc1ccc(COc2cccc(C#N)c2)cc1
1 | ? | COc1ccc(/C(O)=C2\C(=O)C(=O)N(Cc3cccnc3)C2c2ccccc2F)cc1 (stereo unspecified)
-5 | -31% | CC(C)C[C@H]1CN(CCCC[C@H]2CNC(=O)C(=O)N2CC2CCCCC2)C(=O)C(=O)N1Cc1ccccc1
38 | ? | Cc1ccc2c(Cl)cc(Cl)c(OCC(=O)NC(=O)NCc3ccccc3)c2n1
11 | ? | CCCCCn1nc(C(=O)Nc2ncc(C)s2)c2ccccc2c1=O
0 | -13% | O=C(Nc1ccc(F)cc1F)c1ncoc1-c1cccc(Cl)c1
0 | ? | O=C(NCCc1ccccc1)C(Cc1ccccc1)NS(=O)(=O)c1ccc(Br)s1 (stereo unspecified)
-3 | ? | COC(=O)c1ccc(-c2ccc(C=O)o2)cc1
2 | -26% | Cc1c(C(=O)NCC(c2ccccc2)N(C)C)oc2ccc(F)cc12 (stereo unspecified)
-2 | -2% | COc1cc(CC(=O)Nc2ccccc2-c2ccccc2)cc(OC)c1OC
-19 | 0% | CCC(Sc1nnc2c(=O)n(-c3cccc(OC)c3)ccn12)C(=O)Nc1c(C)cccc1C (stereo unspecified)
4 | -14% | N#Cc1cccc(NC(=O)c2cc3c(s2)CCCC3)c1
5 | ? | CCC(C)(C)C1CCC(NC(=S)NCCc2ccccc2)CC1 (stereo unspecified)
-6 | -1% | CNS(=O)(=O)c1cc(-c2nn(C)c(=O)c3ccccc23)ccc1C
21 | -38% | CCONC(=O)C(C)Oc1ccc(OC)cc1 (stereo unspecified)
0 | -2% | O=C(O)CSCc1ccccc1Cl
0 | -3% | O=C(CSc1nc(Cl)nc2nc[nH]c12)NCCc1ccc(O)cc1
0 | 5% | Cc1cccc(C)c1NC(=O)c1nc2ccccc2nc1N1CCN(C)CC1
-1 | -7% | COc1ccc(C(=O)OCC(=O)N2c3ccccc3Sc3ccccc32)cc1OC
6 | -28% | COc1cccc(-n2cnnc2SC(C)C(=O)Nc2ccc(N3CCOCC3)cc2)c1 (stereo unspecified)
-1 | ? | CSc1cccc(Nc2nc(N)c(C(=O)c3cccc(Br)c3)s2)c1
5 | 7% | O=C(O)CSc1cc(Cl)ccc1Cl
-8 | ? | O=C(/C=C/c1cc2ccccc2nc1N1CCOCC1)c1ccccc1F
-7 | ? | CCOc1ccc(C2C(C#N)=C(N)Oc3cc(C)n(Cc4cccnc4)c(=O)c32)cc1OCC (stereo unspecified)
1 | -9% | Cc1ccc(NC(=O)C(SC2CCCC2)c2ccccc2)cc1 (stereo unspecified)
30 | -1% | CC1CCC(NC(=O)c2ccc3c(c2)CCCC3)CC1 (stereo unspecified)
6 | ? | COc1ccc2c(COC(=O)c3ccc(N4CCOCC4)nc3)cc(=O)oc2c1
-6 | -24% | Cc1ccc(-c2nnc(SCC(=O)N3CCCCCC3)n2N)cc1
? | 8% | CN(C)S(=O)(=O)c1cccc(C(=O)OCC(=O)Nc2cc(C(F)(F)F)cc(C(F)(F)F)c2)c1
2 | -2% | CN(CCCNc1cc(C(=O)N2CCOCC2)c2ccccc2n1)C1CCCCC1
5 | -20% | N#Cc1cc2c(nc1SCC(=O)NCCc1ccccc1)CCCC2
-3 | 7% | COc1ccc(CCNC(=O)C2CCN(c3nc4ccc(Cl)cc4[nH]3)CC2)cc1OC
4 | ? | COC(=O)COc1ccc2c(c1)O/C(=C\C1=Cc3ccccc3OC1C)C2=O (stereo unspecified)
3 | -20% | O=C(O)c1ccc(Br)o1
2 | 2% | O=C(Nc1nccs1)C12CC3CC(CC(C3)C1)C2
1 | ? | O=C(Nc1ccc(F)cc1)C(c1cc2ccccc2o1)N1CCN(C(=O)c2ccco2)CC1 (stereo unspecified)
6 | -2% | CCc1cccc(NS(=O)(=O)c2cc(/C=C\c3onc(C)c3NC(C)=O)ccc2C)c1
4 | ? | O=C(O)c1ccc(C(=O)/C=C/c2cccs2)s1
-13 | 15% | CN(Cc1cc(=O)n2cc(Cl)ccc2n1)Cc1ccc(F)cc1F
0 | -24% | C/C(=N/NC(=O)C(C)C)c1cc(C)c(C)cc1C
0 | ? | CCCCNC(=O)c1ccc2[nH]c(C)c(C)c2c1
-2 | 4% | N#CCCn1cc(C(=O)N2CCCCC2)c(-c2ccccc2)n1
3 | -10% | COc1ccc(C(C)=O)cc1CO/N=C/c1ccccc1OC(F)F
0 | 3% | CCc1ccc(-c2nc(SCc3cc(=O)n4nc(C)sc4n3)n[nH]2)cc1
2 | 0% | Cc1ccc(CN(C(=O)Nc2cccc(Cl)c2)c2ccccn2)o1
10 | 15% | COc1ccccc1Oc1coc2cc(OCc3ccccc3C)ccc2c1=O
4 | ? | O/N=C/c1cccc(Oc2ccccc2)c1
-3 | 6% | Cc1c(Cc2ccccc2)c(=O)oc2cc(OCCC(C)C)ccc12
11 | -8% | COc1ccc(CNC(=O)Cc2c(C)c3c(OC(C)=O)cc(OC(C)=O)cc3oc2=O)cc1OC
4 | 6% | CCC(CC)NC(=O)CCc1c(C)c2ccc(OC)cc2oc1=O
3 | 13% | CCOc1ccc(NC(=O)c2cc(=O)c3c(C)cc(C)cc3o2)cc1
6 | 16% | C=C(C)Cn1c(N(C)C)nc2c1c(=O)n(C)c(=O)n2C
1 | -1% | O=C1Nc2ccccc2-c2nnnn2C1N1CCCCC1 (stereo unspecified)

Among those listed so far, eight contain an aryl thioether with sulfur outside any ring.
LDHA inh | 12-LOX inh | structure
-19 | 0% | CCC(Sc1nnc2c(=O)n(-c3cccc(OC)c3)ccn12)C(=O)Nc1c(C)cccc1C (stereo unspecified)
0 | -3% | O=C(CSc1nc(Cl)nc2nc[nH]c12)NCCc1ccc(O)cc1
6 | -28% | COc1cccc(-n2cnnc2SC(C)C(=O)Nc2ccc(N3CCOCC3)cc2)c1 (stereo unspecified)
-1 | ? | CSc1cccc(Nc2nc(N)c(C(=O)c3cccc(Br)c3)s2)c1
5 | 7% | O=C(O)CSc1cc(Cl)ccc1Cl
-6 | -24% | Cc1ccc(-c2nnc(SCC(=O)N3CCCCCC3)n2N)cc1
5 | -20% | N#Cc1cc2c(nc1SCC(=O)NCCc1ccccc1)CCCC2
0 | 3% | CCc1ccc(-c2nc(SCc3cc(=O)n4nc(C)sc4n3)n[nH]2)cc1

Going on with the list.
LDHA inh | 12-LOX inh | structure
-8 | ? | CCOC(=O)C1CCN(CC(O)c2cccc(C(F)(F)F)c2)CC1 (stereo unspecified)
2 | -28% | COc1ccc(C2(C)NC(=O)N(Cc3nc(-c4cccs4)oc3C)C2=O)cc1OC (stereo unspecified)
5 | ? | S=C(NCc1ccc(Cl)cc1)NCc1cccs1
-2 | 7% | CNC(=O)NC(=O)CSc1ccc2ccccc2n1
7 | 6% | O=C(CN1C(=O)NC2(CCCC2)C1=O)Nc1cccc2cccnc12
2 | -16% | COc1ccc(Cl)cc1NC(=O)CCn1cnc2c1c(=O)n(C)c(=O)n2C
-8 | ? | COCc1ccccc1NS(=O)(=O)c1cc(C(=O)O)cc2c1CCC2
-7 | -8% | Cc1ccc(C)c(Nc2nc3ccccc3nc2NS(=O)(=O)c2ccc(F)cc2)c1
8 | -24% | O=[N+]([O-])c1ccc(-c2cc(-c3cccnc3)nc3ccc4ccccc4c23)cc1
-10 | -25% | CC(N)c1cccs1 (stereo unspecified)
9 | -1% | CC1(C(=O)c2ccccc2)C(c2ccccc2)C1(C#N)C(N)=O (stereo unspecified)
72 | ? | COc1ccc(NC(=O)NC2(C(F)(F)F)Oc3ccccc3O2)cc1

A second format for some results above.
CCOC(=O)C1CCN(CC(O)c2cccc(C(F)(F)F)c2)CC1 (stereo unspecified)
- LDHA inh: -8
- 12-LOX inh: ?
COc1ccc(C2(C)NC(=O)N(Cc3nc(-c4cccs4)oc3C)C2=O)cc1OC (stereo unspecified)
- LDHA inh: 2
- 12-LOX inh: -28%
S=C(NCc1ccc(Cl)cc1)NCc1cccs1
- LDHA inh: 5
- 12-LOX inh: ?
CNC(=O)NC(=O)CSc1ccc2ccccc2n1
- LDHA inh: -2
- 12-LOX inh: 7%

More records follow:
LDHA inh | 12-LOX inh | structure
4 | -19% | O=C(/C=C/c1cccc([N+](=O)[O-])c1)OCC(=O)c1ccc(OC(F)F)cc1OC(F)F
4 | 6% | NC(N)=N/N=C/C#Cc1ccccc1
-5 | ? | O=C(OCc1cc(-c2ccco2)on1)c1cc2c(F)cccc2s1
7 | -18% | O=C(Nc1c(C(=O)N2CCN(c3ccccc3F)CC2)oc2ccccc12)c1c(F)cccc1F
5 | ? | COc1ccc(-c2cc3c(ccc4ccccc43)oc2=O)cc1
4 | -6% | CC(C)(C)OC(=O)N1CCC[C@@H]1C(=O)N1CCC[C@@H]1C(=O)NCc1ccccc1Cl
-5 | -14% | Cc1nn(CC(=O)Nc2ccc(C(C)C)cc2)c2ccccc12
17 | ? | O=C1CC(c2ccccc2F)c2ncn(-c3ccccc3F)c2N1 (stereo unspecified)
2 | ? | O=C(O)CC1C(=O)NCCN1CC1CCCCC1 (stereo unspecified)
11 | ? | CC(C)CCn1cnc2c1c(=O)n(CC(=O)N1CCCc3ccccc31)c(=O)n2Cc1ccccc1
-3 | ? | Cc1ccc(NC(=O)C(C#N)C(=O)CC(C)C)cc1 (stereo unspecified)
0 | 6% | Cc1cccc(C(=O)N2CCN(c3ccc([N+](=O)[O-])c(-n4nc(C)c5ccccc5c4=O)c3)CC2)c1
0 | 11µM* | Cc1cccc(C)c1NC(=O)C(c1ccc(C#N)cc1)n1c(=O)c(-c2ccco2)nc2ccccc21 (stereo unspecified)
1 | 11% | COc1ccc(NC(=O)Cn2ccc3cc(Cl)ccc32)c(OC)c1
-9 | 38%[activator] | COc1ccc(C(=O)N2CCN(c3nc4nc(C)ccc4o3)CC2)cc1C#N
-3 | ? | CCc1ccc(CCC(=O)NCc2ccncc2)cc1
6 | ? | O=C(COc1ncnc2sc3c(c12)CCC3)N1CCc2ccccc2C1
7 | 7% | O=C(NC1CCCCCC1)C(=O)N1CCN(C(=O)c2cc3ccccc3[nH]2)CC1
10 | 13% | O=C(CSc1ncnc2c1oc1ccccc12)NC1CCCCCC1
-8 | ? | CC(C)c1ccc(-n2nnnc2SCCCn2c(=O)c3c(ncn3C)n(C)c2=O)cc1
17 | ? | O=C(CSc1ccc(Cl)cc1)NCCSc1nc2ccccc2s1
12 | -23% | Nc1ccc(/C=C/C(=O)c2ccc(F)cc2)cc1
7 | ? | Cc1ccc(CC(C#N)Sc2nnc(COc3ccccc3Cl)n2C)cc1 (stereo unspecified)
1 | -2% | CSc1nc(N)c2c(n1)NC1=C(C(=O)CC(C)(C)C1)C2c1ccncc1 (stereo unspecified)
2 | 20% | O=C1CC(C(=O)Nc2ccc(F)cc2)c2ccc(F)cc2N1 (stereo unspecified)
13 | ? | COc1ccc(NC(=O)COc2coc(CN3CCSCC3)cc2=O)cc1OC
-9 | 17% | CN(C)CCNC1CCCCC1
7 | -4% | Cc1cc(C)cc(C(N)C(=O)O)c1 (stereo unspecified)
7 | 20% | CSc1ccc(/C=C/C(=O)Nc2cc(Cl)ccc2C)cc1
7 | ? | CCN1CCN(C(c2cccs2)c2c(NC(=O)c3ccccc3)sc(C)c2C)CC1 (stereo unspecified)
1 | ? | Cc1c(-c2ccccc2)nn2c1NC(=O)CC2C(=O)Nc1ccccc1Cl (stereo unspecified)
6 | -41% | CC/C=C(/C)C(=O)N1CCCC(C(=O)NCC2CC2)C1 (stereo unspecified)
-1 | 22% | Cn1c(=O)c2c(nc(N3CCOCC3)n2Cc2cccc(C(F)(F)F)c2)n(C)c1=O
-1 | ? | COc1cc(CCC(=O)Nc2ccc3oc(-c4ccc(C(C)C)cc4)cc(=O)c3c2)on1
-2 | 5% | C=CCN(CC=C)Cc1c(C)[nH]c2c(C)cccc2c1=O
1 | 35%[activator] | Cn1c(=O)c2c(nc(SCC(=O)Nc3ccc(F)cc3)n2C)n(C)c1=O
11 | -24% | O=S(=O)(Oc1ccc2ccccc2c1)c1cccc2nsnc12
